H9c2 protect: myocardial damage modulation in H9c2 cells; 360,000 compounds, 0.63% hits; AID 588492; H9c2 cardiomyocytes, H2O2 injury protection, ATPLite, 2 h; protection from H2O2 cell death, % at 20 µM;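 active = compounds giving at least 50% protection of heart cells from peroxide-induced death in the single-dose screen, raw or plate-pattern-corrected value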;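 also: 0% = DMSO wells with peroxide and 100% = DMSO wells without peroxide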
Shn3 inh set2: Schnurri-3 reporter inhibition in Clone20 osteoblasts. AID 588674. 360,000 compounds, 0.52% hits. inhibition, % at 12.5 µM. Clone20 osteoblast Shn3 3'UTR firefly luciferase, 24 h;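 active = mean inhibition of at least 75% with every replicate also reaching 75%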;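 also: 0% = median of neutral control wells and 100% = pilot-screen positive control compound; some compounds past the cut are filed as inactive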
Peg3 prom inh: reduces Peg3 promoter-driven luciferase expression in HeLa | 360,000 compounds, 1.7% hits | HeLa PEG-Prom luciferase reporter, luminescence, overnight | inhibition, % at 20 µM | AID 588405;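 active = inhibition of at least 50% at 20 µM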
HTR2A ag: activates the mouse 5-HT2A serotonin receptor. P35363. AID 624169. CHO-K1 mHTR2A beta-arrestin complementation, luminescence; percent of 30 µM serotonin response. 360,000 compounds, 0.66% hits. activation, % at 7.6 µM;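 active = activation above a run cutoff, the mean activation of all tested compounds plus 3 SD, cut at about 14% in these data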;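 also: 0% = plate median of compound wells and 100% = 30 µM serotonin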
NR2E3 ag-1: activates human NR2E3 receptor; CHO-S Gal4-NCOR/VP16-NR2E3 two-hybrid, luciferase; inhibition of corepressor binding, % at 3.98 µM; 360,000 compounds, 0.35% hits; AID 602229;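 active = inhibition above the mean of all tested compounds plus 3 SD, cut at about 70% in these data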;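 also: 0% = DMSO with NR2E3 transfected cells and 100% = cells lacking NR2E3 construct; higher means lower luciferase signal from less NR2E3 corepressor binding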
Target sequence (Q9Y5X4 whole entry, looked up, the tested form may be a part): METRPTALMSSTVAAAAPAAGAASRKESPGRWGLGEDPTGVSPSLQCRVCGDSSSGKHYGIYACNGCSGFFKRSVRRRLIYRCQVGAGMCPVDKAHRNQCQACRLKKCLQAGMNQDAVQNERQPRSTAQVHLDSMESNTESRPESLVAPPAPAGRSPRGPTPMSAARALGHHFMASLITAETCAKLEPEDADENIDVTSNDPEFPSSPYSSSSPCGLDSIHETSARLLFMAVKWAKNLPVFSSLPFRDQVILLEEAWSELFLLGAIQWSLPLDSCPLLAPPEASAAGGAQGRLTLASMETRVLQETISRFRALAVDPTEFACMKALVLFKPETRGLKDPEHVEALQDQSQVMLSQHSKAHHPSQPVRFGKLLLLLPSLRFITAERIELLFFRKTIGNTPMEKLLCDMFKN
MITF TRPM1 inh: reduces MITF-dependent TRPM1 promoter luciferase signal | SK-MEL-5 TRPM1 promoter luciferase, 24 h | inhibition, % at 12.5 µM | 330,000 compounds, 0.83% hits | AID 488899;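 active = mean inhibition across replicates of 60% or more, whatever share of single replicates reaches that level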; also: values of inactives mirror those of a sister screen read the other way
CaV13 ICDI inh: Disruptors of the CACNA1D IQ motif to Ca2+-dependent inactivation inhibitor domain association, primary screening, Förster resonance energy transfer in intact living …; AID 743397; HEK cells, CFP/YFP FRET ICDI-IQ, plate reader, 10 min; percent FRET-ratio fall versus neutral wells; inhibition, % at 12.3 µM; 340,000 compounds, 0.098% hits;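 active = mean replicate inhibition of at least 30% and at least 1% of replicates passing that level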;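 also: 0% = median of the neutral control wells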
iPSC survival up: enhancers of human iPSC single-cell survival | hiPSC single-cell survival, ATPlite luminescence; 100% = ROCK inhibitor wells, 0% = DMSO | 360,000 compounds, 0.044% hits | survival enhancement, % at 20 µM; in the data active = survival enhancement above about 18%;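 also: cells exposed to compounds for 16 hours before the ATP read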
NR2E3 ag-2: activates human photoreceptor nuclear receptor NR2E3; AID 2300; GST-NR2E3/biotin-RetCOR TR-FRET, 1536-well; Q9Y5X4; 320,000 compounds, 0.12% hits; inhibition of corepressor binding, % at 4.78 µM;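 active = percent inhibition above the cutoff of mean plus 3 SD of all tested compounds, set per screening campaign, cut at about 20% in these data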;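 also: 0% = DMSO wells and 100% = biotin wells as full block of FRET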
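system = GST-tagged NR2E3 plus biotinylated RetCOR corepressor | input = 1.35 nM GST-NR2E3 | also added = 7 nM biotin-RetCOR | schedule = 5 h incubation at 4 °C | measured by = TR-FRET with europium anti-GST and streptavidin-D2, 340 nm excitation | read-out = percent loss of FRET ratio relative to control wells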
HIF-2a inh: inhibitors of HIF-2a; 360,000 compounds, 0.72% hits; inhibition, % at 18.8 µM; AID 624352; 786-0 RCC cells HIF-2a reporter, luciferase luminescence, overnight;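 active = inhibition of the luminescence signal of 40% or more relative to plate controls, in a single-dose primary screen at 18.75 µM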
PDI turbidity: blocks human protein disulfide isomerase activity | P07237 | AID 588391 | 350,000 compounds, 0.052% hits | inhibition, % at 10 µM | PDI insulin aggregation turbidity, A650, 90 min;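 active = mean inhibition across replicates of 30% or more, whatever share of single replicates reach that level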;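 also: absorbance from insulin aggregation driven by PDI reduction with DTT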
Target sequence (P07237 whole entry, looked up): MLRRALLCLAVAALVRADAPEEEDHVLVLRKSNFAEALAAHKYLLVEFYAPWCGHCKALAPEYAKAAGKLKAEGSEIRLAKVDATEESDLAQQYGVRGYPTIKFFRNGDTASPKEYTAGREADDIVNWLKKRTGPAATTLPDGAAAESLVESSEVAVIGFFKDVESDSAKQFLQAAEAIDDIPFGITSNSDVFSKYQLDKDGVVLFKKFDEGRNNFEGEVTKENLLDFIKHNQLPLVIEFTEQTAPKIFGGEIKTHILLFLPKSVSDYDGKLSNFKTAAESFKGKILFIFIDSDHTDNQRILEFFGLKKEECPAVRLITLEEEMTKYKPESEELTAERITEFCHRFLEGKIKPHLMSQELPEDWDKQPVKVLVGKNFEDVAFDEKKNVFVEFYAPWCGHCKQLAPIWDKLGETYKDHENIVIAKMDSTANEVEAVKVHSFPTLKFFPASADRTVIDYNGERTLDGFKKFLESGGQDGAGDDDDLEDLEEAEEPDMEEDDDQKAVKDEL
* hit, by the source's call; nt = not tested or not shown. Outcome played no part in choosing rows, and some 3.9% of all compounds hit somewhere here.

molecule	H9c2 protect	Shn3 inh set2	Peg3 prom inh	HTR2A ag	NR2E3 ag-1	MITF TRPM1 inh	CaV13 ICDI inh	iPSC survival up	NR2E3 ag-2	HIF-2a inh	PDI turbidity
CCOc1ccccc1C(=O)Nc1nnc(C(C)C)s1	4	-9	-85	-3	-68	nt	-4	-3.2	-2	-139	nt
CS/C(=N\NC(N)=O)c1ccccc1	-2	-30	7	-3	-9	-5	-9	-0.9	1	15	-3
CN1C(=O)C(C)(C)c2cc(S(=O)(=O)N3CCC(C(=O)NCc4ccc(Cl)cc4)CC3)ccc21	-2	80	12	-2	-26	-9	-2	-0.4	3	-1	-3
O=C(c1cc(-c2ccccc2O)on1)N1CCCCCC1	0	-94	-347	6	-133	-127	-7	-0.5	-3	-284	3
O=C(OCc1nnc(-c2ccccc2)o1)c1cn(-c2ccccc2)nc1-c1ccccc1	-12	-8	-21	0	7	-13	-7	1.3	-1	-34	-11
Cc1ccc(C(C(=O)NCC2CCCO2)N(C(=O)c2snc(C(N)=O)c2N)c2ccc(C)c(C)c2)o1 (stereo not drawn)	9	-1	-15	3	-32	6	-3	0.7	6	-71	-2
Cc1c(C(=O)NCc2ccc(C(F)(F)F)cc2)sc(=O)n1Cc1cccc(F)c1	-4	-16	-1	-8	15	nt	20	1.4	nt	9	1
COc1ccc(C(=O)COC(=O)C2COc3ccccc3O2)c(OC)c1 (stereo not drawn)	2	6	3	2	0	nt	-6	-1.0	nt	8	-1
COc1ccccc1N1CCN(C(=O)CCC(=O)Nc2nnc(CC(C)C)s2)CC1	0	-23	-4	6	-23	1	-9	0.3	1	0	1
CCOC(=O)C1=C(C)Nc2ccccc2N=C1NC(=O)/C=C/c1ccc(OC)cc1OC	6	-10	4	4	2	-11	-6	-0.1	1	13	2
Cc1ccc(NCC2(N=Cc3ccccc3)OC(CO)C(O)C2O)cc1 (stereo not drawn)	-1	-7	11	3	-8	9	-5	0.7	nt	-13	5
COc1ccc2nc3n(c(=O)c2c1)-c1ncccc1C(=O)NC3C (stereo not drawn)	5	-27	5	-2	-22	nt	-4	-2.1	nt	11	-3
CN(C)CCNC(=O)c1cccc(-c2cnc3c(NC=O)cc(-c4ccc(C(=O)N5CCOCC5)cc4)cn23)c1	4	15	-17	0	17	nt	-4	1.8	nt	-3	6
O=S(=O)(/N=C(/Nc1cc(N2CCOCC2)ncn1)c1ccccc1)c1ccccc1	6	-11	15	6	-16	-10	-4	-2.5	2	-3	-1
O=c1c2ccccc2nc(SCc2cccc(F)c2)n1Cc1ccco1	-2	16	18	-2	-7	5	-6	0.2	-1	-10	9
CC(=O)c1cccc(N2C(=NC(=O)C3CC3)SC3CS(=O)(=O)CC32)c1 (stereo not drawn)	-6	-12	4	0	-8	-5	-3	-0.2	4	8	9
COc1ccc(C(=O)NC2CCN(CC(=O)Nc3c(C)cccc3C)CC2)cc1OC	2	24	12	6	14	-2	5	-0.7	-1	18	3
COc1ccc2cc(CCNC(=O)c3ccco3)c(=O)[nH]c2c1	2	-43	-278	-2	-65	-50	nt	2.0	6	-201	1
O=C(O)c1c[nH]c2cc(C(F)(F)F)ccc2c1=O	-4	6	17	-1	-19	-3	nt	-0.6	-4	18	13
Cc1cccc2cc(CN(CCN3CCCC3)C(=O)NC3CCCCC3)c(=O)[nH]c12	18	4	6	-9	-9	-1	-6	0.7	1	5	11
O=C(N/N=C/c1ccccc1C(=O)O)c1ccc(COc2cccc3cccnc23)cc1	6	2	-10	1	-30	3	-4	-0.3	1	-5	-3
CCCCn1c(N)c(N(CC)C(=O)Cc2ccc(S(=O)(=O)N3CCOCC3)s2)c(=O)[nH]c1=O	-2	-1	-11	2	16	-10	-5	0.0	1	1	1
Cc1cc(F)ccc1S(=O)(=O)N1CCCOC1CNC(=O)C(=O)NC1CC1 (stereo not drawn)	4	6	10	3	-13	6	-6	0.8	-1	11	-1
Cc1ccc(S(=O)(=O)N(C)c2ccc(C(=O)Nc3ccccn3)cc2)cc1	3	7	-26	0	3	-27	-6	1.5	0	-66	2
CCOC(=O)Cn1nc(C)n(-c2ccc(C)cc2)c1=O	4	-19	-6	0	-2	3	-4	-1.0	-4	3	-4
CC(=O)N1CCC(=NNC(=O)CSc2cc(C)c(Br)cc2C)CC1	-4	-5	-6	-2	-9	-5	-18	3.6	1	9	4
Cc1nn(-c2ccc(Cl)cc2)c(N)c1C(O)(CSc1nccn1C)C(F)(F)F (stereo not drawn)	0	-2	-4	2	-16	8	-15	-0.1	-3	-34	-5
CC(C)Sc1nc2ccccc2n1CC(=O)NCc1ccc2c(c1)OCO2	9	-7	0	-2	2	-8	-7	-1.6	-1	-7	4
Cc1ccc(-c2nnc(CSc3nnc(COc4ccccc4)n3-c3ccccc3)o2)cc1	-4	19	-6	-3	-14	4	-4	5.2	1	-16	6
CCCn1nc(NC(=O)c2cccs2)c2cc3cc(C)ccc3nc21	8	-39	-66	-4	-25	-1	-4	-0.5	-5	-126	-4

Looked up above.
O=C(OCc1nnc(-c2ccccc2)o1)c1cn(-c2ccccc2)nc1-c1ccccc1 in NR2E3 ag-1 = 7
CCOc1ccccc1C(=O)Nc1nnc(C(C)C)s1 in HIF-2a inh = -139

The main list resumes, starting 2 compounds before the break.
Each structure is followed by: H9c2 protect	Shn3 inh set2	Peg3 prom inh	HTR2A ag	NR2E3 ag-1	MITF TRPM1 inh	CaV13 ICDI inh	iPSC survival up	NR2E3 ag-2	HIF-2a inh	PDI turbidity
Cc1ccc(-c2nnc(CSc3nnc(COc4ccccc4)n3-c3ccccc3)o2)cc1
    -4	19	-6	-3	-14	4	-4	5.2	1	-16	6
CCCn1nc(NC(=O)c2cccs2)c2cc3cc(C)ccc3nc21
    8	-39	-66	-4	-25	-1	-4	-0.5	-5	-126	-4
CCCCNC(=O)C1CCC(CNS(=O)(=O)c2c(C)cc(C)cc2C)CC1 (stereo not drawn)
    -4	13	15	1	3	16	-16	-0.5	2	22	-2
CCN1CCN(CCCCOc2ccccc2F)CC1
    6	-11	1	-4	-8	-2	-4	4.4	-1	-6	0
O=C(NCCN1C(=O)S/C(=C/c2cccnc2)C1=O)c1ccc(S(=O)(=O)N2CCCC2)cc1
    18	11	11	4	-20	-4	-6	-1.9	nt	0	-11
CCCNC(=O)C1(C)CCN(Cc2ccc(C(=O)OCC)cc2)C1 (stereo not drawn)
    -2	4	-9	3	-42	nt	-2	-2.0	nt	15	1
Cc1ncc(CSc2nc3ccccc3[nH]2)c(N)n1
    4	2	-13	4	-15	-10	-5	-0.3	0	-3	9
C(=N\Nc1cc(N2CCCCC2)ncn1)/c1ccco1
    -12	-103	-229	-4	-120	-76	-16	-0.6	3	-206	-4
CC(NC(=O)Nc1ccc2c(c1)OCO2)C1CCCO1 (stereo not drawn)
    -2	-63	-106	2	-50	-34	-3	0.1	3	-85	-3
Cc1ccc(S(=O)(=O)N2CCC(=O)CC2)cc1
    2	13	14	2	-29	4	nt	0.0	-1	8	19
CS(=O)(=O)Nc1ccc(C2=NN(C(=O)c3cccc(F)c3)C(c3cccs3)C2)cc1 (stereo not drawn)
    14	-4	8	11	-14	10	-5	0.7	-2	3	-10
COc1cccc(-c2ncc3ccccc3c2CO)c1
    1	-13	-18	13	-8	0	-4	6.0	4	-36	1
CN(C)c1ccc(NC(=O)c2sc(SCC(=O)Nc3nccs3)nc2N)cc1
    19	-22	-119	5	-13	-16	-5	-3.1	-4	-166	5
C=CCN1C(=O)/C(=C\c2cccc(OC(=O)c3ccco3)c2)SC1=S
    -7	-8	-26	-2	-36	-17	-3	3.1	1	-7	-20
O=C(N/N=C1\CCSC1)c1cc(Cl)ccc1O
    -5	11	-3	-5	-33	1	2	1.9	-1	-6	-28
CC(NNC(=S)N1CCCCCC1)c1ccc2ccccc2n1 (stereo not drawn)
    0	45	-93	-2	-41	nt	-10	4.5	nt	-184	nt
COc1ccc(C(=O)Nc2cccc(S(=O)(=O)NC3=NCCCCC3)c2)cc1
    -8	23	9	0	-5	10	-6	9.6	3	-12	3

Entries of single compounds as entered above. Order of values: H9c2 protect | Shn3 inh set2 | Peg3 prom inh | HTR2A ag | NR2E3 ag-1 | MITF TRPM1 inh | CaV13 ICDI inh | iPSC survival up | NR2E3 ag-2 | HIF-2a inh | PDI turbidity
Listed for `CS/C(=N\NC(N)=O)c1ccccc1` : -2 | -30 | 7 | -3 | -9 | -5 | -9 | -0.9 | 1 | 15 | -3
Listed for `CS(=O)(=O)Nc1ccc(C2=NN(C(=O)c3cccc(F)c3)C(c3cccs3)C2)cc1` (stereo not drawn) : 14 | -4 | 8 | 11 | -14 | 10 | -5 | 0.7 | -2 | 3 | -10

Source: PubChem
